USP10 inh = human USP10 deubiquitinase inhibition. Q14694. AID 1645856. purified USP10, Ub-rhodamine fluorescence, 60 min. actives 1.1% (n = 47,000). inhibition, % at 20 µM
USP28 block = inhibitors of human USP28 deubiquitinase; Q96RU2; purified USP28, Ub-rhodamine cleavage fluorescence, 30 min; inhibition, % at 25 µM; actives 3% (n = 47,000); AID 1645857
OTUD3 block = inhibitors of human OTUD3 deubiquitinase. purified OTUD3, Ub-rhodamine fluorescence, 2 h. actives 0.7% (n = 47,000). inhibition, % at 25 µM. AID 1645858. Q5T2D3
USP30 block = inhibitors of human USP30 deubiquitinase; Q70CQ3; purified USP30, Ub-rhodamine cleavage fluorescence; inhibition, % at 25 µM; actives 5.3% (n = 47,000)
USP17 block = inhibitors of human USP17 deubiquitinase; purified USP17, Ub-rhodamine cleavage fluorescence, 3 h; inhibition, % at 50 µM; actives 6.5% (n = 47,000); AID 1645855
UCHL1 inh = inhibitors of human UCHL1 deubiquitinase. P09936. purified UCHL1, Ub-rhodamine cleavage fluorescence. inhibition, % at 20 µM. actives 0.2% (n = 47,000)
USP8 inh = blocks human USP8 ubiquitin-rhodamine cleavage. AID 1645853. inhibition, % at 20 µM. actives 4.2% (n = 47,000). purified USP8, Ub-rhodamine cleavage fluorescence, 30 min
Target sequence (P40818 whole entry, looked up): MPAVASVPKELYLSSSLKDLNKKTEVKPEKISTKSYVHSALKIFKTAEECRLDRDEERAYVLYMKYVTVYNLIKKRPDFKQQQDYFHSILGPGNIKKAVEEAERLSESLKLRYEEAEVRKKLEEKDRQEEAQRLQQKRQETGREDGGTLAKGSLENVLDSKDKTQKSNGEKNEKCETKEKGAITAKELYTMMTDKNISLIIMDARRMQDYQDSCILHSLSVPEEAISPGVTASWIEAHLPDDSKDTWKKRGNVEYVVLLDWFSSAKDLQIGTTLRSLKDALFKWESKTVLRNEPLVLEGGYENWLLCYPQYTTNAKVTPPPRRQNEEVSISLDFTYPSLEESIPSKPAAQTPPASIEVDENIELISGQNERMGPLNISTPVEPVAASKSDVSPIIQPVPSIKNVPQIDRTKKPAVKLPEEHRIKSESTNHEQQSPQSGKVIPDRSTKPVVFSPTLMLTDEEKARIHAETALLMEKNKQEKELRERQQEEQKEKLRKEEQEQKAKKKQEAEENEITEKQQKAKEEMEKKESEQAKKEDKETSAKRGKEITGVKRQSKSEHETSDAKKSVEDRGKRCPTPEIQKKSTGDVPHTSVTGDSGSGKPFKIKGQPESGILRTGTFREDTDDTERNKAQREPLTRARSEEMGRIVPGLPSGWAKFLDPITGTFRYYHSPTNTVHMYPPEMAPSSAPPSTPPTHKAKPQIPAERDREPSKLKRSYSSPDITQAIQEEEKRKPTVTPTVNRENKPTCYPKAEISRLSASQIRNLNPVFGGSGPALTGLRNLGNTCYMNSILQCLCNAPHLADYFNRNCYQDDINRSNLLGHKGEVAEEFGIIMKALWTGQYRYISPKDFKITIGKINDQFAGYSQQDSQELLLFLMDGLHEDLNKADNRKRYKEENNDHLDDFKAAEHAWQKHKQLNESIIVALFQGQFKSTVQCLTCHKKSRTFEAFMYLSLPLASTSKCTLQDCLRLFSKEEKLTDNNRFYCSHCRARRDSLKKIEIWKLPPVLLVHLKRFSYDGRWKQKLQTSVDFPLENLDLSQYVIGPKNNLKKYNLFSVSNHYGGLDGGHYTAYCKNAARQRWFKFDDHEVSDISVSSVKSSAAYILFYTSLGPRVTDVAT
USP7 block = inhibitors of human USP7 deubiquitinase | Q93009 | purified USP7, Ub-rhodamine cleavage fluorescence | inhibition, % at 20 µM | actives 0.3% (n = 47,000) | AID 1645854
Active calls of the source: *; i = inactive; . = no result given. No stated cut-off is given here; in the data, active means inhibition above about 30%; inactive means the rest.

The first 2 compounds (preview)
SMILES	USP10 inh	USP28 block	OTUD3 block	USP30 block	USP17 block	UCHL1 inh	USP8 inh	USP7 block
O=C(CN1CCN(c2ccc(F)cc2)CC1)NC1CCCC1	-3	2	6	13	-52	-1	-3	0
C[C@H](NC(=O)Cc1ccccc1F)c1nc2cc(-c3ccc(F)cc3)ncn2n1	16	8	15	35*	25	5	12	13

All compounds of this part, repeating the preview:
SMILES	USP10 inh	USP28 block	OTUD3 block	USP30 block	USP17 block	UCHL1 inh	USP8 inh	USP7 block
O=C(CN1CCN(c2ccc(F)cc2)CC1)NC1CCCC1	-3	2	6	13	-52	-1	-3	0
C[C@H](NC(=O)Cc1ccccc1F)c1nc2cc(-c3ccc(F)cc3)ncn2n1	16	8	15	35*	25	5	12	13
CC(/C=C/C=C(\C)[C@H](O)[C@H](C)C(=O)O[C@@H]1C[C@@H](C)C=C2C=C[C@]3(C)O[C@H](O)CC(=O)[C@@]3(C)C21)=C\C=C\C(=O)O (stereo not given in full)	-13	-140	-100	-385	-120	-45	-249	-49
O=C(COC(=O)c1ccc2[nH]c3c(c2c1)CCCC3)Nc1ccccc1-c1ccccc1	0	-3	-13	-53	.	0	7	-1
COCC(=O)Nc1cc(F)c2nc(N3CCOCC3)ccc2c1	-6	-2	-12	-31	63*	2	89*	-6
Cn1c(CNC(=O)c2cn3ccnc(-c4ccccc4)c3n2)nc2ccccc21	-7	15	11	12	19	0	-7	1
Cc1ccc2c(c1)C(=O)N1CCCC1C(=O)N2CC(=O)N1CCCC(C)C1 (stereo not given)	2	7	9	20	5	1	-1	4
Cc1ccccc1OCc1nc2c3cnn(C)c3ncn2n1	-2	15	9	35*	17	-1	-1	1
NC(=O)[C@@H]1CN2CCN(S(=O)(=O)c3ccccc3)C[C@@H]2[C@H]1c1ccccc1	-1	0	-1	0	-3	2	0	6
CC1(C)Cc2ccccc2-c2[nH]c(=O)n(-c3ccc(F)cc3)c(=O)c21	0	-15	-3	-15	-3	-2	1	3
CCc1nnc(CN2CCCC2Cn2cc(C)cn2)o1 (stereo not given)	-3	-14	-1	-33	0	-3	14	-1
CC12CCN(CCC(F)(F)F)CCN1C(=O)N(Cc1ccccn1)C2=O (stereo not given)	0	5	8	12	9	0	-22	-2
O=C(COC(=O)C1CCCN1C(=O)C12CC3CC(CC(C3)C1)C2)c1ccc(Cl)cc1 (stereo not given)	13	7	14	51*	8	2	0	6
COc1ccc(-c2nc(-c3ccccc3)[nH]c2S(=O)(=O)CC(=O)Nc2ccc(F)cc2)cc1	14	20	12	22	36*	9	24	3
O=C(NC(NC(=O)c1c(F)cccc1F)c1ccc([N+](=O)[O-])cc1)c1c(F)cccc1F	23	-5	-2	11	9	0	7	8
N#Cc1c(-c2ccco2)ccn2nc(-c3ccc(Cl)cc3Cl)nc12	-4	-11	2	-46	46*	1	43*	2
CC(O)[C@H](NC(=O)[C@H](Cc1ccccc1)NC(=O)[C@H](Cc1ccccc1)n1c(=O)[nH]c2ccccc2c1=O)C(=O)O (stereo not given in full)	2	17	12	16	-3	0	-80	1
O=C(CN1C(=O)CCOc2ccccc21)N1CCN(c2cccc(C(F)(F)F)c2)CC1	0	-8	-14	-3	-15	-6	-6	-5
COc1ccccc1-c1cc2c(=O)n(Cc3nc(-c4ccccc4C)no3)ccn2n1	4	-2	-18	47*	-4	3	-11	11
CCn1nc(-n2cnnc2)c(NS(=O)(=O)c2ccc(C)cc2C)c1C	3	-11	-5	0	-8	-1	-17	1
CC(=O)Nc1ccc(C(=O)NCC(=O)N2CCCc3ccccc32)cc1	0	-16	-15	-11	-14	-4	-2	0
O=C1NC2(CCN(S(=O)(=O)c3ccc(F)cc3F)CC2)Nc2ccccc21	-2	12	3	22	0	-2	8	3
Cc1ccc(C)c(S(=O)(=O)Nc2ccc(C(=O)NCc3ccc(F)cc3)cc2)c1	10	-11	-2	-27	-4	4	9	6
CCc1ccc(NC2=NC(c3cccnc3)n3c(nc(C)cc3=O)N2)cc1 (stereo not given)	1	1	-9	-14	-4	-1	0	5
COc1cccc2c1OCC(=O)N(c1cccc(C#N)c1)C2	-1	-5	-31	-6	-20	-2	-25	-9
Cc1cc(C)cc(C(=O)NCc2ccc(N3CCOCC3)nc2)c1	-2	7	4	0	0	3	-2	2
Cc1cc(F)ccc1NC(=O)C1CCN(c2cnc(N3CCCCC3)nc2)CC1	-4	33*	4	-7	-12	-1	31*	-8
Cc1csc(-c2cc(S(=O)(=O)NC3CCCC3)c(C)n2C)n1	1	-8	-4	-27	-17	-1	-27	0
CNC(=O)CN1CCC2(CC1)CC(C(=O)N1CCOCC1)c1ccccc12 (stereo not given)	-1	4	9	20	-6	0	-55	4
CCCCN1C(=O)c2ccc(-c3ccco3)n2CC1(C)C(=O)NC1CCCC1 (stereo not given)	-3	-53	-40	-329	-21	-1	6	-25
O=C(CN1CCCC(c2nc3ccccc3[nH]2)C1)N1CCc2ccccc21 (stereo not given)	-7	-12	-10	-106	-8	-1	22	-8
Cc1ccccc1CNC(=O)C1CCc2nc(N3CCOCC3)ncc2C1 (stereo not given)	-3	-7	-1	0	-3	-1	-5	-2
CCC(C)n1nnc2cc(S(=O)(=O)N3CCC(C(=O)NCc4ccco4)CC3)ccc21 (stereo not given)	0	-9	-6	-15	-15	-2	-2	-9
O=C(O)CNC(=O)c1ccc2nc(-n3cccc3)sc2c1	-6	-17	-18	-117	-45	-2	-9	0
N#Cc1cccc(S(=O)(=O)NC2CCN(c3ccc(F)cc3)C2=O)c1 (stereo not given)	0	10	5	16	0	3	-7	2
CCOc1cc2c(cc1OCC)C(c1cc3c(cc1Br)OCO3)NCC2 (stereo not given)	2	1	-6	-7	-7	-6	0	2
CCOC(=O)N1CCN(C(=O)CSc2nc3c(cnn3-c3ccc(Cl)cc3)c(=O)[nH]2)CC1	4	-6	-1	-7	-1	-2	10	-1
Nc1ccc(-n2nncc2-c2ccco2)cc1	2	-10	-7	0	1	-4	-10	0
O=C1OC(C(=O)N2CCN(c3ccccc3)CC2)Cc2ccccc21 (stereo not given)	0	0	-2	-1	-3	-1	-10	-2
CS(=O)(=O)c1cccc(C(=O)NCCCOc2ccccc2)c1	-2	-5	-2	-6	-5	0	0	-3
O=S(=O)(c1ccccc1)N1CCC2(CCN(Cc3cccc(F)c3)C2)C1 (stereo not given)	0	9	2	4	0	0	-21	-2
O=C(O)[C@H](CSCc1ccccc1)NS(=O)(=O)c1ccc(F)cc1	1	-7	-2	6	1	-3	0	1
N#C/C(=C\c1cc2ccccc2nc1N1CCCCC1)c1ccc([N+](=O)[O-])cc1	-7	-102	-60	-221	-146	-106	-32	-100
COc1ccccc1NC(=O)N1CCC2(C1)Nc1cccnc1NC2=NCc1ccccc1 (stereo not given)	0	-3	8	1	-7	-4	-1	2
O=C(CC1CCCC1)Nc1cc(F)c2nc(N3CCOCC3)ccc2c1	-4	5	3	-35	21	0	71*	-2
Nc1nc(CSc2ccccc2)nc(Nc2ccccc2)n1	1	3	-1	1	-3	3	6	-8
Cc1cccc(NC(=O)NCCc2c(C)nn(C)c2C)c1C	2	12	12	22	14	2	19	8
COc1cccc(CNC(=O)Cn2cnc3c(c(C)c(C)n3-c3ccccc3)c2=O)c1	5	-9	-3	0	-9	-1	-4	-1

Reformatted with values under each structure: entries from further up
Values run as follows: USP10 inh | USP28 block | OTUD3 block | USP30 block | USP17 block | UCHL1 inh | USP8 inh | USP7 block
O=C(CN1CCN(c2ccc(F)cc2)CC1)NC1CCCC1
  -3 | 2 | 6 | 13 | -52 | -1 | -3 | 0
C[C@H](NC(=O)Cc1ccccc1F)c1nc2cc(-c3ccc(F)cc3)ncn2n1
  16 | 8 | 15 | 35* | 25 | 5 | 12 | 13
CC(/C=C/C=C(\C)[C@H](O)[C@H](C)C(=O)O[C@@H]1C[C@@H](C)C=C2C=C[C@]3(C)O[C@H](O)CC(=O)[C@@]3(C)C21)=C\C=C\C(=O)O (stereo not given in full)
  -13 | -140 | -100 | -385 | -120 | -45 | -249 | -49
O=C(COC(=O)c1ccc2[nH]c3c(c2c1)CCCC3)Nc1ccccc1-c1ccccc1
  0 | -3 | -13 | -53 | . | 0 | 7 | -1
COCC(=O)Nc1cc(F)c2nc(N3CCOCC3)ccc2c1
  -6 | -2 | -12 | -31 | 63* | 2 | 89* | -6
Cn1c(CNC(=O)c2cn3ccnc(-c4ccccc4)c3n2)nc2ccccc21
  -7 | 15 | 11 | 12 | 19 | 0 | -7 | 1
Cc1ccc2c(c1)C(=O)N1CCCC1C(=O)N2CC(=O)N1CCCC(C)C1 (stereo not given)
  2 | 7 | 9 | 20 | 5 | 1 | -1 | 4
Cc1ccccc1OCc1nc2c3cnn(C)c3ncn2n1
  -2 | 15 | 9 | 35* | 17 | -1 | -1 | 1
NC(=O)[C@@H]1CN2CCN(S(=O)(=O)c3ccccc3)C[C@@H]2[C@H]1c1ccccc1
  -1 | 0 | -1 | 0 | -3 | 2 | 0 | 6
CC1(C)Cc2ccccc2-c2[nH]c(=O)n(-c3ccc(F)cc3)c(=O)c21
  0 | -15 | -3 | -15 | -3 | -2 | 1 | 3
CCc1nnc(CN2CCCC2Cn2cc(C)cn2)o1 (stereo not given)
  -3 | -14 | -1 | -33 | 0 | -3 | 14 | -1
CC12CCN(CCC(F)(F)F)CCN1C(=O)N(Cc1ccccn1)C2=O (stereo not given)
  0 | 5 | 8 | 12 | 9 | 0 | -22 | -2
O=C(COC(=O)C1CCCN1C(=O)C12CC3CC(CC(C3)C1)C2)c1ccc(Cl)cc1 (stereo not given)
  13 | 7 | 14 | 51* | 8 | 2 | 0 | 6
COc1ccc(-c2nc(-c3ccccc3)[nH]c2S(=O)(=O)CC(=O)Nc2ccc(F)cc2)cc1
  14 | 20 | 12 | 22 | 36* | 9 | 24 | 3
O=C(NC(NC(=O)c1c(F)cccc1F)c1ccc([N+](=O)[O-])cc1)c1c(F)cccc1F
  23 | -5 | -2 | 11 | 9 | 0 | 7 | 8
N#Cc1c(-c2ccco2)ccn2nc(-c3ccc(Cl)cc3Cl)nc12
  -4 | -11 | 2 | -46 | 46* | 1 | 43* | 2
CC(O)[C@H](NC(=O)[C@H](Cc1ccccc1)NC(=O)[C@H](Cc1ccccc1)n1c(=O)[nH]c2ccccc2c1=O)C(=O)O (stereo not given in full)
  2 | 17 | 12 | 16 | -3 | 0 | -80 | 1
O=C(CN1C(=O)CCOc2ccccc21)N1CCN(c2cccc(C(F)(F)F)c2)CC1
  0 | -8 | -14 | -3 | -15 | -6 | -6 | -5
COc1ccccc1-c1cc2c(=O)n(Cc3nc(-c4ccccc4C)no3)ccn2n1
  4 | -2 | -18 | 47* | -4 | 3 | -11 | 11

More entries follow.
SMILES	USP10 inh	USP28 block	OTUD3 block	USP30 block	USP17 block	UCHL1 inh	USP8 inh	USP7 block
CCN(C(=O)COC(=O)c1cccnc1Nc1cccc(C(F)(F)F)c1)c1ccccc1	4	-11	-6	-6	-2	4	-1	8
O=C(N[C@@H]1CC[C@@H](Oc2ccccc2)[C@H](O)[C@H]1O)C1CCOCC1	1	12	13	21	13	2	8	6
O=C(Nc1ccc(Cl)cc1)c1ccc2nncn2c1	1	5	0	-5	0	2	2	5
CN(C)CCNC(=O)c1ccc2c(c1)nc1n2CCN(C2CCCCC2)C1=O	0	-6	-5	-4	-4	0	-2	-3
O=C(NCCN1CCOCC1)C1CCCN(S(=O)(=O)N2CCCCCC2)C1 (stereo not given)	0	-10	0	-4	0	-4	1	-2
COc1ccc(CNC(=O)CC[C@H]2CNC(=O)[C@@H]3[C@@H](CCN3CC3CC3)N2C)cc1	-3	2	13	11	-35	2	12	7
CCOC(=O)C1=C(c2ccccc2)Nc2c(c(=O)n(C)c(=O)n2C)C1c1ccncc1 (stereo not given)	0	8	15	27	8	0	13	-1
Clc1ccc(N2CCN(c3ncnc4sc5c(c34)CCCC5)CC2)cc1Cl	-4	.	5	.	0	-3	-19	1
COc1ccc(NC(=O)CS(=O)(=O)c2[nH]c(-c3ccccc3)nc2-c2ccc(C)cc2)cc1	8	2	-4	30	24	0	-26	-2
O=C(OCC(=O)N1CCCc2ccccc21)c1c(F)cccc1Cl	2	24	13	31*	10	2	-90	-8
CCOC(=O)c1cc(NC(=O)c2ccc(F)cc2)ccc1N1CCOCC1	-3	.	-2	.	-24	-1	-11	-4
O=C(c1nnc(-c2ccc(Cl)cc2)o1)c1ccccc1F	4	-7	-3	3	8	0	0	4
COc1ccc(S(=O)(=O)N2CCCCCC2)cc1C(=O)Nc1ccc2[nH]c(=O)[nH]c2c1	7	47*	25	50*	30*	7	11	4
Cn1ccc(-c2cc(C(=O)N3CCC(N4CCCC4)CC3)c3ccccn23)n1	-11	-204	-145	i	-153	-10	-128	-9
CCN1CCN(c2ncc(-c3cc(=O)[nH]c(N4CCCC4)n3)c(C)n2)CC1	5	-9	0	18	10	2	11	7
Cc1c(C(=O)NCc2ccccc2Br)cc(-c2ccccc2)n1C	6	22	24	32*	20	9	27	17
